TSG101-PTAP inh: blocks PTAP/TSG101 interaction to inhibit HIV-1 budding | Q99816 | Fluorescence polarization, FITC-PTAP peptide / Tsg101 binding | Potency, µM (highest dose often 115 µM), for inactives: at the top dose activity change, negative = inhibition, actives largely listed as inhibitors | 340,000 tested, under 10 active; active means well fitted inhibition curve with a large enough effect in the main read-out, with a control signal flat, not every such curve was filed as active; inconclusive means small, poorly fitted or top-dose-only effect, or effect the other way, or a change in a side signal; inactive means no such curve, though single readings can be large or run the other way; further: potency means the concentration at half of the fitted maximal effect; % of control where 0% means no effect
Target sequence (Q99816 whole entry, looked up): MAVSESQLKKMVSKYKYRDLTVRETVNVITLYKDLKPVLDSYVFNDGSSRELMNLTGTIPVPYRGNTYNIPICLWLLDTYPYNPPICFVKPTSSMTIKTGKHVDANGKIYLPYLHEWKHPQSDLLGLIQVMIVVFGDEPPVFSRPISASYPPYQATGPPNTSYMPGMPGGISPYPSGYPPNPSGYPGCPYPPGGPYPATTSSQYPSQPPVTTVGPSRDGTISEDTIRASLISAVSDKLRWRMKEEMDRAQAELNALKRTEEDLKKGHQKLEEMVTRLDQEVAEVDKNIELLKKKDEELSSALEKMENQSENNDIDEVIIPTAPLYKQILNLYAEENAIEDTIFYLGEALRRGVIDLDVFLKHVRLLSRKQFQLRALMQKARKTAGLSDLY
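Fluorescence polarization binding of Tsg101 binding domain (10 uM final) to FITC-labeled PTAP peptide (50 nM final) in HEPES pH 7.5 buffer with NaCl, Tween 20, EDTA, TCEP. Compounds added before peptide; binding 20 min at RT.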
Menin MLL FP TR: displaces Texas Red mutant MLL peptide from human menin. Potency, µM (highest dose often 61.6 µM), for the others: at the top dose FP activity change, negative = inhibition, most hits filed as inhibitors. hit rate 0.23% among 270,000. O00255. Menin + Texas Red MLL mutant peptide, fluorescence polarization; active means well fitted inhibition curve with a large enough effect in the polarisation, with a control signal flat, not every such curve was filed as active; inconclusive means small, poorly fitted or top-dose-only effect, or effect the other way, or a change in a side signal; inactive means no such curve, though single readings can be large or run the other way; the % refers to the polarisation; further: potency means the concentration at half of the fitted maximal effect; % of control where 0% means no effect; many of its hits are not listed in these tables
MBNL1 CUG block: MBNL1-poly(CUG) RNA binding inhibition; AID 2675; Q9NR56; hit rate 0.036% among 280,000; TR-FRET MBNL1-His/biotin-(CUG)12 binding, 665/545 ratio; Potency, µM (highest dose often 57.5 µM), for inactives: at the highest dose activity change, negative = inhibition, usual class: inhibitors; active means well fitted inhibition curve with a large enough effect in the signal ratio, with a control signal flat, not every such curve was filed as active; inconclusive means small, poorly fitted or top-dose-only effect, or effect the other way, or a change in a side signal; inactive means no such curve, though single readings can be large or run the other way; the % refers to the signal ratio; further: potency means the concentration at half of the fitted maximal effect; on the % scale 0 is the no-effect control and ±100 the full control effect
Target sequence (Q9NR56 whole entry, looked up): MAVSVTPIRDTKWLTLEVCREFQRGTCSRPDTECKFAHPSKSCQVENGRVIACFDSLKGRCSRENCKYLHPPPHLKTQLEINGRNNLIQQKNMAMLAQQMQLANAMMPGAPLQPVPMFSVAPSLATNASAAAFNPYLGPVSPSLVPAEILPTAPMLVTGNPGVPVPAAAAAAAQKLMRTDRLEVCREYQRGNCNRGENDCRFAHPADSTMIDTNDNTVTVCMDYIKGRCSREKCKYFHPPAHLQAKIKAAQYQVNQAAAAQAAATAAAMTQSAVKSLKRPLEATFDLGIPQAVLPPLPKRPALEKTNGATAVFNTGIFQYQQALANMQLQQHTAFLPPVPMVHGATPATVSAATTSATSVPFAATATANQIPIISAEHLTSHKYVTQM
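TR-FRET readout: Ex 340 nm, 665/545 nm emission ratio, normalized to buffer-only (basal) and MBNL1-(CUG)12 controls. Complex of MBNL1-His with Biotin-(CUG)12, compounds 92 nM–58 uM, incubated 60 min at room temperature.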
TCR activator: activators of T cell receptors; primary human leukocytes, anti-CD3, IL-2 HTRF, 48 h; 330,000 tested, under 10 active; Potency, µM (highest dose often 9.22 µM), for inactives: at the top dose activation of IL-2 secretion, usual class: activators; further: % of control where 0% means no effect
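Human primary leukocytes + a-CD3 beads + cpd, 48 hr; IL-2 in supernatant by HTRF (ex 320nm / em 665nm). No co-stimulatory signal supplied.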
a7 integrin act: activators of alpha7 integrin expression for muscular dystrophy; alpha7betagal myoblasts, beta-gal FDG fluorescence, 48 h; Potency, µM (top dose mostly 38.3 µM), for inactives: at the highest dose activation, most hits filed as activators; hit rate 0.064% among 350,000;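 further: potency means the concentration at half of the fitted maximal effect; 100% = response of the positive control SU9516; nearly all actives have a fitted effect of over 60% in size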
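Alpha7betagal+/- myoblasts (passage 13) were plated 16-24 hr, then exposed to compounds (1:260 dilution of DMSO stock) for 48 hours at 37C. After MPER lysis, β-galactosidase reporter activity was read as FDG fluorescence (ex 480/em 540) after 30 minutes.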
AT treatment: potential ataxia-telangiectasia treatments restoring KAP-1 phosphorylation; AID 485349; Potency, µM (titrated, usually from 57.5 µM), without a hit: top-dose activation, hits mostly activators; hit rate 0.19% among 320,000; […] A-T fibroblasts, KAP-1 phosphorylation AlphaLISA; neocarzinostatin DNA damage 30 min before lysis; further: potency means the concentration at half of the fitted maximal effect; % of control where 0% means no effect; nearly all actives have a fitted effect of over 45% in size
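hTERT-immortalized A-T patient fibroblasts ([…]), 500 cells/well in OPTI-MEM, 1% FBS, got compounds for 60 min, then NCS for 30 min at 37C. Lysates were then assayed for phospho-KAP-1 by AlphaLISA (anti-pKAP1 donor, anti-KAP1 acceptor beads), 6 hr at 25C.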
S-ASM inh: human S-ASM enzyme inhibition. Potency, µM (titrated, usually from 57.5 µM), for inactives: top-dose activity change, negative = inhibition, usual class: inhibitors. P17405. placental ASM, HMU-PC fluorogenic substrate, 60 min. hit rate 0.006% among 340,000. AID 504937; further: potency means the concentration at half of the fitted maximal effect
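Human placenta-derived ASM enzyme was preincubated with compound for 10 minutes at room temperature, then given fluorogenic substrate HMU-PC0 (9 uM final) for 60 minutes at 37 °C; a pH 10 stop preceded fluorescence reading at Ex 386/Em 447 nm.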
CXXC DNA block: blocks binding of human MLL CXXC domain to DNA; MLL-CXXC / FITC-HOXA9 DNA fluorescence polarization; Potency, µM (doses to about 115 µM), without a hit: at the top dose activity change, negative = inhibition, most hits filed as inhibitors; hit rate 0.037% among 290,000; AID 2662; active means well fitted inhibition curve with a large enough effect in the polarisation, with a control signal flat, not every such curve was filed as active; inconclusive means small, poorly fitted or top-dose-only effect, or effect the other way, or a change in a side signal; inactive means no such curve, though single readings can be large or run the other way; the % refers to the polarisation; further: potency means the concentration at half of the fitted maximal effect
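Fluorescence polarization: 7 uM MLL-CXXC (stock) preincubated 5 min with compounds, then 50 nM fluorescein-HOX-A9 DNA (stock) added; 30 min ambient. Buffer 50 mM Tris-HCl pH 7.5, 50 mM NaCl, 1 mM DTT, 0.05% BSA.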
TSHR antagonist: human thyrotropin receptor antagonism; P16473; TSHR-expressing cells, TSH-stimulated cAMP HTRF, 2 h; stronger effect = lower value; activity change, negative = inhibition, % at 11.5 µM; hit rate 0.2% among 330,000; AID 504810;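 active means activity change below a set negative limit, meaning inhibition stronger than a set level, cut at about -70% in these data; inconclusive means activity change between two set negative limits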; further: on the % scale 0 is the no-effect control and ±100 the full control effect
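TSHR-expressing cells were treated with compounds, then stimulated with TSH at EC80 (4nM final) for 2 hours at 37 deg C. Cellular cAMP was measured by HTRF competition between lysate cAMP and cAMP-d2 for a cryptate-labelled anti-cAMP antibody.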
Mito fusion yeast: blocks mitochondrial division or promotes mitochondrial fusion; S. cerevisiae fusion-defective mutant growth rescue, CellTiterGlo 48 h; Potency, µM (top dose mostly 46.1 µM), for the others: at the top dose growth rescue (activation), most hits filed as activators; hit rate 0.23% among 320,000; AID 485298;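 further: potency means the concentration at half of the fitted maximal effect; % of control where 0% means no effect; nearly all actives have a fitted effect of over 45% in size; temperature-sensitive fusion mutants such as fzo1-1 at 37 °C on non-fermentable ethanol glycerol medium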
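Temperature-sensitive fusion-defective S. cerevisiae (e.g. fzo1-1, mgm1-5) were grown with compound in YPEG medium (3% ethanol, 3% glycerol) for 48 hours at 37C. Growth rescue was measured as viability by CellTiterGlo luminescence after 10 minutes at ambient.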
Active calls of the source: *; u = inconclusive; x = no result given; [ ] = remark or other dose. Unless noted, the call rests on the fitted dose curve; in most records, active means well fitted curve in the direction sought with a large enough effect; inconclusive means small, poorly fitted or top-dose-only effect, or another doubt; inactive means no such curve, though single readings can be large; an effect the other way counts as inactive or inconclusive.

SMILES	TSG101-PTAP inh	Menin MLL FP TR	MBNL1 CUG block	TCR activator	a7 integrin act	AT treatment	S-ASM inh	CXXC DNA block	TSHR antagonist	Mito fusion yeast
O=C(COC(=O)C12CC3CC(CC(O)(C3)C1)C2)NC(=O)NCc1ccco1	-4.7%	-2.0%	-2.2%	-6.0%	-9.6%	-3.2%	0.2%	2.9%	-3.5	2.2%
COc1ccc(Oc2c(Cl)cnn(-c3ccc(C)cc3)c2=O)cc1	-2.9%	-3.6%	u	-0.5%	-50.0%[inhibitor]	3.2%	-5.8%	-4.5%	-23.2	4.2%
CNc1cc([N+](=O)[O-])ccc1OCc1ccccc1	-4.6%	40.3%[activator]	u	7.4%	4.47µM*	-13.6%	-4.5%	-1.5%	6.7	2.5%
CCn1ncc(/C=N\NC(=O)COc2ccccc2)c1C	-0.8%	-8.2%	-13.4%	2.4%[46.1 µM]	0.5%	14.3%	2.0%	-5.6%	-3.7	-0.2%
CC(NC(=O)Nc1ccccn1)N1C(=O)C2C3C=CC(C3)C2C1=O (configuration not stated)	-2.6%	-7.3%	-6.0%	-2.8%[46.1 µM]	-6.3%	-0.9%	-0.3%	-7.3%	-14.2	3.4%
O=C(N1CCN(c2ccc(F)cc2)CC1)C1(c2cccs2)CCOCC1	-2.3%	13.7%	-1.2%	-1.2%[46.1 µM]	-10.0%	7.6%	-1.5%	1.8%	6.3	12.1%
CC(C)C(=O)N=C1SC2CS(=O)(=O)CC2N1Cc1ccc(Cl)cc1 (configuration not stated)	2.0%	x	-3.5%	0.6%	-7.1%	24.1%	-0.1%	1.4%	16.3	5.2%
NC(=O)N\N=C/C=C/C=C/c1ccc(F)cc1	-5.3%	x	x	10.9%	9.9%	-0.6%	1.9%	-2.5%	0.1	-4.0%
Cc1ccc(S(=O)(=O)N(Cc2cccc(Cl)c2)C(=O)N2CCN(C)CC2)cc1	4.6%	x	x	0.2%	29.9%	1.3%	7.0%	x	10.8	6.0%
CCOC(=O)c1[nH]c(C)c(C(=O)N2CCCC(Nc3ccc(C)c(C)c3)C2)c1C (configuration not stated)	-9.2%	1.0%	-1.5%	5.6%	25.0%	-2.6%	1.0%	44.7%[activator]	-11.7	10.1%
O=C(CCc1nnc(CCCc2ccccc2)o1)NCCc1ccco1	-5.1%	5.1%	-9.7%	-10.9%	16.0%	0.0%[11.5 µM]	2.8%	1.8%	-1.8	-0.6%
CC(=O)Nc1cccc(NC(=O)c2ccc(C)c([N+](=O)[O-])c2)c1	0.2%	-1.8%	u	7.8%	2.5%	-0.2%	-2.8%	-1.4%	0.3	7.9%
CCOC(=O)c1c(C)[nH]c(C(=O)CN2C(=O)C(=O)N(CC(C)C)C2=O)c1C	0.8%	-3.7%	-0.2%	1.7%	2.0%	-10.4%	-9.0%	-16.5%	4.4	-0.6%
S=C(Nc1ccc(Br)cc1)Nc1ccc2c(c1)OCCO2	0.4%	u	-3.9%	-1.4%	-15.0%	8.9%	-1.6%	-0.4%	14.6	-8.6%
CCCOc1ccc(C(=O)N2CCCC2)cc1OC	-1.6%	-17.9%	1.6%	0.9%	16.3%[7.66 µM]	-2.1%	4.8%	-1.8%	-1.6	-3.7%
Cc1c(C)c2ccc(OC(C)C(=O)NCCCn3ccnc3)c(C)c2oc1=O (configuration not stated)	-8.0%	-1.5%	8.4%	7.9%	-24.1%	4.8%	-1.8%	-3.4%	-8.7	1.6%
CN(C)c1nc2n(c(=S)n1)CCS2	-5.4%	-1.4%	1.5%	0.9%	5.9%	1.1%	4.8%	6.2%	-6.1	9.5%
Cc1ccc(NC(=O)CN2C(=O)S/C(=C\c3cccn3-c3cccc(C(=O)O)c3)C2=O)cc1C	-7.6%	48.8%[activator]	-0.7%	-4.3%	11.7%	-13.4%	1.5%	-3.5%	-1.1	0.4%
CCCCn1c(N)c(N(C(=O)CSc2nnnn2-c2ccc(C)cc2)C2CCCC2)c(=O)[nH]c1=O	-0.6%	x	x	-1.4%	-4.9%	x	0.9%	x	x	x
CCCN(CCC)S(=O)(=O)c1cccc(C(=O)N=c2sccn2C)c1	-3.4%	x	-5.1%	-3.8%	-33.3%	-13.6%	-2.8%	-3.1%	-21.6	1.0%
CCC(c1nnnn1Cc1ccccc1)N1CCN(c2ccc(OC)cc2)CC1 (configuration not stated)	-2.0%	-10.6%	2.8%	-0.1%	0.0%	2.1%	-0.2%	-4.9%	-29.6	4.3%
O=[N+]([O-])c1ccc2nc(-c3ccncc3)[nH]c2c1	-2.5%	x	u	0.3%	12.9%	-1.6%	-4.4%	1.3%	8.1	-2.9%
OC(CN1CCOCC1)Cn1c2c(c3ccccc31)CCCC2 (configuration not stated)	-3.3%	-7.4%	3.9%	-8.0%	-25.1%	-3.8%	-3.0%	-11.2%	1.8	1.0%
CCN(C(=O)CSc1cccc[n+]1[O-])c1ccccc1	-4.0%	x	x	-1.6%	-2.8%	0.3%	2.9%	x	31.0	x
CC(Oc1ccc(Cl)cc1Cl)c1nc(-c2ccc(NC(=O)c3cccnc3)cc2)no1 (configuration not stated)	0.3%	u	-2.1%	1.8%	-51.6%[inhibitor]	-9.2%	-21.3%	-3.9%	-44.4	19.5%
C=CCn1c(SCC(=O)Nc2c(C)n(C)n(-c3ccccc3)c2=O)nc2ccccc2c1=O	-1.2%	x	x	-0.9%	-17.5%	-4.0%	1.0%	x	27.9	6.4%
CCN(CC)S(=O)(=O)c1ccc(NC(=O)C2CC(=O)N(c3ccc4c(c3)OCCO4)C2)cc1 (configuration not stated)	-2.1%	x	x	0.7%	0.0%	x	-3.2%	x	x	x
Cc1onc(-c2ccccc2)c1C(=O)NCCc1ccc(Cl)cc1	-0.3%	33.3%[activator]	1.4%	-4.4%	9.9%	8.3%	1.8%	-20.4%	16.1	5.9%
Cc1cccc(NC(=O)CSc2ccc(-c3cccnc3)nn2)c1	-4.6%	x	36.5%[activator]	-1.2%	u	9.4%	-1.1%	3.3%	13.5	-0.7%
Cc1ccccc1N1CCN(C2=NC(=O)/C(=C/c3cn[nH]c3-c3ccccc3)S2)CC1	1.2%	14.7%	x	1.4%[46.1 µM]	19.1%	-9.6%	9.7%	4.3%	-1.6	-0.7%
Cc1ccc(C)c(S(=O)(=O)NCc2ccc(C(=O)N3CCN(C)CC3)cc2)c1	-5.5%	-5.5%	2.6%	3.7%	6.0%	-13.1%	2.8%	-3.9%	17.9	-6.5%
COc1ccc(C(C#N)(CC(=O)O)c2cnccn2)cc1OC (configuration not stated)	0.1%	x	x	2.8%	7.4%	3.1%	21.2%	x	-5.6	-2.5%
CCCCCc1c(C)nc(Nc2ccc(F)cc2)[nH]c1=O	-6.0%	13.6%	-0.7%	-1.6%	15.4%	0.4%	-4.6%	-1.1%	-5.1	11.6%
COC(=O)CNC(c1ccccc1)c1cc(C)ccc1NC(=O)c1cccc(Cl)c1 (configuration not stated)	-0.8%	-6.9%	9.3%	0.7%[46.1 µM]	-1.8%	1.8%	-7.5%	4.3%	5.3	14.2%
c1ccc(-n2cnnc2SCc2cn3ccccc3n2)cc1	-6.1%	u	-6.3%	-7.7%	-13.9%[7.66 µM]	7.0%	-1.2%	0.8%	1.3	0.8%
CCOc1cc(/C=N/O)cc(Br)c1OCc1ccc(Cl)cc1	-6.6%	u	3.1%	-2.0%	-7.9%	-2.0%	-23.2%	-8.4%	-11.9	14.0%
CC1(C)Cc2noc(N)c2C(C)(C)N1OC(=O)c1ccco1	-1.3%	0.5%	-1.5%	-2.6%[46.1 µM]	23.1%	1.1%	-0.7%	0.1%	-2.8	-1.6%
NS(=O)(=O)c1ccc(CCNC(=O)c2cc(-c3ccco3)nc3ccccc23)cc1	-1.0%	x	x	-4.8%	-4.8%	1.3%	325.4%[activator]	x	-19.0	-1.0%
CCOc1cc2[nH]c(=O)n(CCC(=O)N3CCN(c4ccccc4OC)CC3)c(=O)c2cc1OCC	-6.2%	u	3.9%	-6.2%	-32.9%	0.7%	-1.3%	9.3%	-14.0	-0.2%
CCc1nnc(NS(=O)(=O)c2ccc(NC(=O)/C=C/c3ccccc3Cl)cc2)s1	-6.3%	u	-3.1%	-1.6%	19.0%	-0.1%	-2.4%	-21.3%	-14.1	-4.5%

These rows are one share of the data, so the mix of outcomes need not match the whole.
